KAT2A inh: qHTS Assay for Inhibitors of GCN5L2; Potency, µM (highest dose often 58.9 µM), for inactives: at the highest dose activity change, negative = inhibition, hits mostly inhibitors; GCN5L2 HAT assay, ThioGlo1 CoA-SH fluorescence; actives 0.21% (n = 390,000); Histone acetyltransferase KAT2A (Homo sapiens), Q92830; AID 504327, 2011
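Compounds, pin-transferred from DMSO stocks, meet 20nM GCN5L2 for 15 min before the reaction begins with H3(1-25) peptide (75uM) and acetyl-CoA (70uM). Thiol-reactive ThioGlo1 reports CoA release over 20 min at room temperature.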
FEN1 inh: qHTS Assay for the Inhibitors of Human Flap endonuclease 1 (FEN1); Recombinant FEN1 flap cleavage, fluorescence, 15 min; Potency, µM (doses to about 114 µM), without a hit: top-dose activity change, negative = inhibition, hits mostly inhibitors; actives 0.35% (n = 390,000); note: nearly all actives have a fitted effect of over 65% in size
Target sequence (P39748 whole entry, looked up): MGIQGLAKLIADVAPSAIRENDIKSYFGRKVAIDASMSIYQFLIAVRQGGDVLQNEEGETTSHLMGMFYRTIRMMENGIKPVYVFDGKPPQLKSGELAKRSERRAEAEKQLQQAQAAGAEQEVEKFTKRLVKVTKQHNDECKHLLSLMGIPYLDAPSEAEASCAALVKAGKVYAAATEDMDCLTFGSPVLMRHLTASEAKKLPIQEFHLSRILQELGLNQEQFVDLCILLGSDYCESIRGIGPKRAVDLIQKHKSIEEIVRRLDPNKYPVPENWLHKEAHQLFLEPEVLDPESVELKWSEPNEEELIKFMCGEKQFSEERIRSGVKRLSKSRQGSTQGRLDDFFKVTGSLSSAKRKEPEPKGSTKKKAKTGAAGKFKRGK
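Recombinant FEN1 (10 nM) was preincubated with pin-transferred compounds for 15 min at room temperature, then flap DNA substrate (50 nM final) was added. Plates were read at 0 and 15 min, and normalized concentration–response data were fitted to a four-parameter Hill equation.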
DT40 TDP1 CPT: qHTS for Inhibitors of human tyrosyl-DNA phosphodiesterase 1 (TDP1): qHTS in cells in presence of CPT | chicken DT40 Tdp1-/-;hTDP1 cells + 20 nM CPT, ATP luminescence, 48 h | AID 686979, 2013 | Potency, µM (titrated, usually from 46.2 µM), inactives show at the top dose activity change, negative = growth inhibition, most hits filed as inhibitors | actives 12% (n = 420,000); note: nearly all actives have a fitted effect of over 55% in size
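Chicken DT40 Tdp1-/- cells complemented with human TDP1, 400 cells/well, exposed to compounds plus 20 nM camptothecin for at least 48 h at 37 C; viability read as ATP content by CellTiter-Glo luminescence.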
* hit, by the source's call; ? = inconclusive; / = not tested or not shown; & = joins results of further samples. Calls come from the whole dose curve; as a rule, active = well fitted curve in the direction sought with a large enough effect; inconclusive = small, poorly fitted or top-dose-only effect, or another doubt; inactive = no such curve, though single readings can be large; an effect the other way counts as inactive or inconclusive. % is set by controls: 0 for no effect and ±100 for the full control effect; potency is the fitted concentration of half-maximal effect. Not all compounds are listed; rates above refer to the full screens.

Results follow in this order: KAT2A inh	FEN1 inh	DT40 TDP1 CPT
> COc1ccc(CCC(C)N2CCOCC2)cc1 (stereo unspecified)
 : -1%	9%	-11%
> Cc1ccc(OCCCn2c(-c3ccc(Cl)cc3)nc3ccccc3c2=O)cc1C
 : -16%	-12%	-5%
> Cc1ccc(S(=O)(=O)Oc2ccc(/C=C(/NC(=O)c3ccccc3)C(=O)NC(C)C(=O)O)cc2)cc1 (stereo unspecified)
 : -14%	18%	-7%
> Cc1ccc2cc(CCNS(=O)(=O)c3ccc(F)cc3)c(=O)[nH]c2c1
 : -5%	-1%	21µM*
> O=C(COc1ccc(F)cc1)N1CCCc2ccccc21
 : -1%	20%	-5%
> O=C(c1c[nH]c(C(=O)C(Cl)(Cl)Cl)c1)c1ccc(F)cc1F
 : 2%	-11%	?
> CCSc1nnc(NC(=O)Cc2ccccc2OC)s1
 : 4%	-3%	-2%
> CCN1CCC(NC(=O)Nc2cccc(C(F)(F)F)c2)CC1
 : 1%	6%	-2%
> CN(Cc1c(C(=O)N/N=C/c2ccccc2F)nnn1-c1nonc1N)c1ccccc1
 : -24%	-9%	-18%
> CCC(=O)c1ccc(OCc2ccccc2)c(OC)c1
 : -1%	0%	14%
> CC(C)CCn1nnnc1C(c1ccccc1)N1CCN(C)CC1 (stereo unspecified)
 : 2%	7%	-26%
> O=C(Nc1ccc(-c2nc3ccccc3s2)c(O)c1)C1=COCCO1
 : 25µM*	5%	-29%
> COc1cccc(Nc2ccc(Nc3cccc(OC)c3)nn2)c1
 : 12%	-23%	?
> CN(C1CCCCC1)S(=O)(=O)c1ccc2c(c1)c(=O)c(C(=O)NCc1ccc(F)cc1)cn2C
 : -8%	13%	?
> COc1ccc2oc(C(=O)N3CCN(S(=O)(=O)c4cccc([N+](=O)[O-])c4)CC3)c(C)c2c1
 : -29%	-3%	16µM*
> CCCCN(C(=O)C1CCC1)c1c(N)n(CC(C)C)c(=O)[nH]c1=O
 : -5%	-10%	12%
> CC(=O)Nc1cccc(C(=O)N2CCN(Cc3ccccc3)CC2)c1
 : 5%	2%	-3%
> O=C(c1ccc(-n2cncn2)c([N+](=O)[O-])c1)N1CCN(S(=O)(=O)c2ccccc2Br)CC1
 : -3%	2%	?
> CN(C(=O)NC1CC(=O)N(c2ccc3c(c2)OCCO3)C1)c1ccccc1 (stereo unspecified)
 : -2%	-1%	22%
> COc1cccc(CN(C)C(=O)C23CC4CC(CC(NC(C)=O)(C4)C2)C3)c1OC
 : -3%	4%	?
> COC(=O)C1C(=O)C(C(=O)c2ccccc2)C(=O)CC1(C)C (stereo unspecified)
 : -9%	8%	-1%
> NNC(=S)Nc1ccc(S(=O)(=O)N2CCCCC2)cc1
 : 0%	-14%	-16%
> COC(=O)CCC(=O)Nc1c(C)n(C)n(-c2ccccc2)c1=O
 : 0%	-1%	18%
> CC1CCN(C(=O)/C(=C\c2cccs2)NC(=O)c2ccccc2)CC1
 : 3%	-3%	-1%
> COCc1c(C(=O)OCC(=O)NCCc2ccc(S(N)(=O)=O)cc2)oc2ccccc12
 : -1%	18%	5%
> COc1ccc(Cl)cc1NC(=S)NNC(=O)CC(C)C
 : 1%	-4%	5%
> O=S(=O)(Nc1nc2ccccc2nc1Nc1ccccc1Br)c1ccccc1
 : -5%	2%	-8%
> Cc1cc(C)cc(OCC(O)CN2CC(C)OC(C)C2)c1 (stereo unspecified)
 : 3%	1%	-6%
> O=C(O)CCSc1nnc(-c2ccc(Cl)cc2Cl)o1
 : -3%	3%	-14%
> Cc1nn(C(C)C(=O)NCc2ccco2)c(C)c1[N+](=O)[O-] (stereo unspecified)
 : 0%	-5%	6%

A few values from the results shown:
For FEN1 inh, `Cc1nn(C(C)C(=O)NCc2ccco2)c(C)c1[N+](=O)[O-]` (stereo unspecified) reads -5%
For FEN1 inh, `CCCCN(C(=O)C1CCC1)c1c(N)n(CC(C)C)c(=O)[nH]c1=O` reads -10%
For KAT2A inh, `CCSc1nnc(NC(=O)Cc2ccccc2OC)s1` reads 4%
For FEN1 inh, `CN(C1CCCCC1)S(=O)(=O)c1ccc2c(c1)c(=O)c(C(=O)NCc1ccc(F)cc1)cn2C` reads 13%
For FEN1 inh, `CN(Cc1c(C(=O)N/N=C/c2ccccc2F)nnn1-c1nonc1N)c1ccccc1` reads -9%
For DT40 TDP1 CPT, `NNC(=S)Nc1ccc(S(=O)(=O)N2CCCCC2)cc1` reads -16%

Back to the main list; the 4 compounds before the break are reprinted first.
Results follow in this order: KAT2A inh	FEN1 inh	DT40 TDP1 CPT
> O=S(=O)(Nc1nc2ccccc2nc1Nc1ccccc1Br)c1ccccc1
 : -5%	2%	-8%
> Cc1cc(C)cc(OCC(O)CN2CC(C)OC(C)C2)c1 (stereo unspecified)
 : 3%	1%	-6%
> O=C(O)CCSc1nnc(-c2ccc(Cl)cc2Cl)o1
 : -3%	3%	-14%
> Cc1nn(C(C)C(=O)NCc2ccco2)c(C)c1[N+](=O)[O-] (stereo unspecified)
 : 0%	-5%	6%
> CCN(CC(=O)Nc1c(F)cccc1F)C(=O)Cn1[nH]c(=O)c2ccccc2c1=O
 : 3%	-2%	?
> CCOc1ccc(-c2nc(CN(Cc3ccccc3)C[C@@H]3CCC(=O)N3)c(C)o2)cc1
 : -16%	-24%	?
> Cc1ccccc1Cn1nc(C)c(NC(=O)c2cc(-c3cccs3)on2)c1C
 : 7%	0%	?
> CC(=O)N(Cc1cc2ccccc2[nH]c1=O)c1ccc(C)cc1
 : -1%	-17%	?
> CCN(C(=O)CSc1ccc2ccccc2n1)C1CCS(=O)(=O)C1 (stereo unspecified)
 : -3%	-6%	18%
> O=C(c1ccc(Br)cc1)c1coc2ccc(O)cc12
 : /	-19%	?
> CN(C)C(=O)N1CCC(C(=O)N2CCCC(C(=O)c3ccc(C(C)(C)C)cc3)C2)CC1 (stereo unspecified)
 : -3%	-11%	?
> O=C(CCc1ccccc1)NC1(Cc2ccccc2)CCN(CCc2cccs2)C1=O (stereo unspecified)
 : -3%	-5%	?
> O=C(NCCOc1ccccc1Cl)c1ncn[nH]1
 : 2%	8%	0%
> CC(C)C[C@@]12C(=O)N(c3cccc(F)c3)C(=O)N1[C@H](c1ccc(F)cc1)[C@@H]1C(=O)N(C3CCCCC3)C(=O)[C@@H]12
 : -10%	-7%	?
> Cc1ccc(C(=O)Nc2c(C)nc3ccccn3c2=O)cc1C
 : -18%	2%	-22%
> CCCCCC(=O)OC(CN1CCCCCC1)CN1CCCC1=O (stereo unspecified)
 : -2%	-15%	-3%
> CC(=O)c1ccc(NC(=O)COC(=O)c2ccccc2Sc2ccccc2C#N)cc1
 : -1%	-6%	-7%
> Cc1cccc(C(=O)NC(=S)Nc2ccc(S(=O)(=O)N(C)c3ccccc3)cc2)c1
 : -3%	-3%	?
> COc1ccc(N2C(=O)CSC2c2ccccc2[N+](=O)[O-])cc1 (stereo unspecified)
 : 10%	-2%	5%
> COc1ccc(/C(N)=N/OC(=O)COc2ccccc2Cl)cc1
 : 2%	-2%	-2%
> COc1ccc(C2C3=C(CC(C)(C)CC3=O)Nc3c2c(=O)n(C)c(=O)n3C)cc1OC (stereo unspecified)
 : -11%	8%	?
> COC(=O)c1cc2oc3ccccc3c2n1Cc1nc(-c2ccccc2Cl)oc1C
 : -8%	-16%	-17%
> CCOc1ccc(NC(=O)C2C3CCC4C(CCC32)C4(Cl)Cl)cc1 (stereo unspecified)
 : -8%	19%	?
> c1cnc2nc(CSc3ncn[nH]3)cn2c1
 : -13%	0%	-3%
> Cc1csc(NC(=O)CCc2c(C)nc3cc(-c4cccc(F)c4)nn3c2C)n1
 : 1%	-1%	16µM*
> O=C(/C(=C(\O)c1ccccc1)c1nc2ccccc2[nH]1)c1ccccc1
 : -1%	-12%	-13%
> COc1ccccc1OCc1csc(NC(=O)c2ccco2)n1
 : 1%	-6%	-29%
> C=CC[n+]1c(-c2ccc(Cl)cc2Cl)csc1Nc1c(C)n(C)n(-c2ccccc2)c1=O
 : 3%	2%	5.2µM*
> COC(CN(C)C(=O)c1ccc(CS(=O)(=O)c2ccccc2C)o1)OC
 : -10%	-1%	-8%
> COc1cc(CNC(C)(C)C)cc(Br)c1OCc1cccs1
 : -22%	-3%	?
> O=C1c2ccccc2NC2(CCCCC2)N1N=C1CCCCC1
 : 0%	-3%	-30%
> O=C(c1ccccc1)n1nc(-c2ccco2)nc1NCc1ccccc1Cl
 : -12%	12%	1%
> O=C(Nc1cc([N+](=O)[O-])ccc1N1CCCC1)c1cccs1
 : -2%	-13%	-17%
> COc1ccc(F)cc1S(=O)(=O)N1CCCCC1
 : 3%	-10%	-21%

Continuation.
Molecule	KAT2A inh	FEN1 inh	DT40 TDP1 CPT
Cc1ccccc1NC(=O)C1CCN(C2=NS(=O)(=O)c3ccccc32)CC1	-4%	-4%	18%
CCC1CCCCN1C(=O)COc1ccc2c3c(c(=O)oc2c1)CCC3 (stereo unspecified)	-4%	-2%	?
COCCN(C(=O)CC1OC(=O)c2ccccc21)c1c(N)n(Cc2ccccc2)c(=O)[nH]c1=O (stereo unspecified)	-3%	3%	15%
CCOc1ccc(OCc2ccc(C(=O)Nc3cccnc3)cc2)cc1	1%	-2%	?
CCOC(=O)c1c(C)[nH]c(C)c1S(=O)(=O)NCC(=O)Nc1cccc(C(F)(F)F)c1	-7%	-11%	?
CCC(=O)N1CCN(c2ccc(NC(=S)NC(=O)C(C)C)cc2)CC1	-1%	1%	-13%
C[C@H](CO)N1C[C@H](C)[C@@H](CN(C)C(=O)NC2CCCCC2)Oc2c(NS(=O)(=O)c3ccc(F)cc3)cccc2C1=O	-5%	7%	-23%
Cc1ccc(N/N=C/C=C/c2ccco2)cc1	/	-18%	2%
CSc1ncccc1C(=O)Nc1nccs1	-5%	3%	4%
O=C(CCNS(=O)(=O)c1ccccc1F)NC1CCCCCC1	-2%	-7%	-4%
O=S(=O)(/N=C/c1ccccc1O)c1cccs1	2%	7%	-20%
N#Cc1ccccc1OCC(=O)N1CCN(C(=O)c2ccco2)CC1	-4%	-3%	-20%
CCN(CC)c1cc(C)c2cc(NC(=O)c3ccc(Br)o3)ccc2n1	-8%	-26%	?
Cc1ccc(C(=O)COC(=O)c2ccccc2NC(=O)c2ccccc2)cc1[N+](=O)[O-]	0%	4%	-10%
CCOC(=O)Cn1c(CN(C)Cc2ccccc2)nc2c1c(=O)n(C)c(=O)n2C	/	1%	9.2µM*
Clc1ccccc1-c1nc(NCc2cccs2)c2ccccc2n1	?	/	?
Clc1cccc(Cl)c1/C=C/c1nc2ccccc2[nH]1	-10%	-5%	?
O=C(CC1C(=O)NCCN1Cc1ccccc1)NCCC1=CCCCC1 (stereo unspecified)	0%	-14%	-11%
COc1cc2c(cc1OC)C(C(=O)NCC1COc3ccccc3O1)C(c1cccnc1)N(C)C2=O (stereo unspecified)	4%	-1%	-27%
CCOc1ccc(OCC)c(NC(=O)C2CCN(S(=O)(=O)c3cccnc3)CC2)c1	3%	4%	-3%
CN(C)C(CNC(=O)/C=C/c1cccc(Cl)c1)c1ccccc1 (stereo unspecified)	-7%	-4%	-11%
CCOc1ccc(NC(=O)CN(C)C(=O)c2ccncc2)cc1OCC	-18%	23%	-28%
CCN(CC)CCNC1=CC(=O)OC12CCCCC2	-5%	6%	1%
O=C(CSC1=Nc2ccccc2C2=NC(CC(=O)N3CCN(c4ccccc4)CC3)C(=O)N12)NCC1CCCO1 (stereo unspecified)	-1%	-17%	-23%
O=C1NC(Cc2ccccc2)C(=O)N1CC(=O)N1CCCc2ccccc21 (stereo unspecified)	-10%	-3%	4%
Cc1cc(Br)cc2c1N(Cc1ccccc1OC(C)C)C(=O)C2=O	?	-21%	21µM*
CC(=O)N1c2ccc(S(=O)(=O)NCc3ccccc3Cl)cc2CC1C (stereo unspecified)	-1%&-1%	9%&2%	?
Cc1ccc(Cn2c(C(C)Nc3nc(-c4ccc(Cl)cc4)cs3)nc3cc(C(=O)NCCCO)ccc32)cc1 (stereo unspecified)	/	-21%	10µM*
COc1ccc(C2Nc3ccccc3-c3cc(C)nn32)c(OC)c1 (stereo unspecified)	-2%	0%	-19%
COC(=O)C1C(=O)C(C(=O)c2ccc([N+](=O)[O-])cc2)C(=O)CC1(C)C (stereo unspecified)	-8%	3%	3%
CCOC(=O)N1CCN(C(=O)c2ccc3c(c2)NC(=O)C(N2CCOCC2)S3)CC1 (stereo unspecified)	-1%	1%	-10%
CCOC(=O)NC(NC(=S)Nc1ccccc1OC)C(Cl)(Cl)Cl (stereo unspecified)	-7%	-4%	-10%
O=C(O)CC1COc2ccccc2N1S(=O)(=O)c1ccc(Br)cc1 (stereo unspecified)	-2%	7%	25%
N#Cc1ccc(Oc2nc(Nc3ccc(F)cc3)nc(N3CCCC3)n2)cc1	-24%	-25%	?
Cc1cc(C)c(NC(=O)CSc2nnc(-c3ccncc3)n2Cc2ccco2)c(C)c1	0%	1%	0%

Screening results as filed in PubChem.
